PfG6PD inh: PfG6PD enzyme inhibitors, primary screen, biochemical, fluorescence intensity, uHTS; glucose-6-phosphate dehydrogenase-6-phosphogluconolactonase (Plasmodium falciparum 3D7); PfGluPho enzyme, NADPH resazurin-diaphorase fluorescence; inhibition, % at 20 µM; actives 0.78% (n = 350,000); AID 504690, 2011;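 active means inhibition reaching at least a set limit at 20 µM in the primary screen, cut at about 59% in these data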;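 further: 0% = DMSO wells with substrate and 100% = DMSO wells lacking glucose-6-phosphate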
SENP8 inh: human SENP8 protease inhibitors, primary screen, biochemical, fluorescence, Nedd8 protein substrate, uHTS. Sentrin-specific protease 8 (Homo sapiens), Q96LD8. recombinant SENP8. inhibition, % at 20 µM. actives 0.64% (n = 360,000); in the data active means inhibition mostly above about 40%, no sharp cut-off; inactive means mostly below about 27%
Target sequence (Q96LD8 whole entry, looked up): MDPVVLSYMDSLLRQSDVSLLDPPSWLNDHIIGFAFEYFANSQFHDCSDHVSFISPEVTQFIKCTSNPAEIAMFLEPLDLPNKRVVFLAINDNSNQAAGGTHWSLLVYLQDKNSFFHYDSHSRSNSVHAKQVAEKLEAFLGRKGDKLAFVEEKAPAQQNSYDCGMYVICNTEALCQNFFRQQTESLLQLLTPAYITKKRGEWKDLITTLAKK
SENP1 inh: human SENP1 catalytic domain inhibitors, primary screen, biochemical, FRET, uHTS | Sentrin-specific protease 1 (Homo sapiens), Q9P0U3 | recombinant SENP1 catalytic domain, CyPet-SUMO1-YPet FRET cleavage | actives 0.21% (n = 360,000) | AID 624204, 2012 | inhibition, % at 10 µM;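 active means inhibition at least 30% at 10 µM, raw YFP signal under a set limit, fluorescence ratio 0.5 to 1.5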;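 further: 0% = enzyme with DMSO and 100% = no enzyme wells; some results filed as inactive read as strong as hits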
Target sequence (Q9P0U3 419-644 limits assumed): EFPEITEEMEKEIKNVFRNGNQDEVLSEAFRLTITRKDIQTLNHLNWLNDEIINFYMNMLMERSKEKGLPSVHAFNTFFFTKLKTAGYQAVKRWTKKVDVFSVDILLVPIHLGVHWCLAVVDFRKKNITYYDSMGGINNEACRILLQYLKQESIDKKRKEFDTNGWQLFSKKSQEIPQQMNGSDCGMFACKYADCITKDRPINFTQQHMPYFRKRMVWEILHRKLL
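Material: hSENP1 catalytic domain, recombinant; medium: Tris pH 8 with BME, BSA, NP40 and catalase; compound: single concentration of 10 µM compound, 0.5% DMSO final; technique: FRET read of cyan and yellow fluorescence; timing: 50 min enzyme reaction, room temperature, light-protected; reagent: SFCypet-SUMO1-SFYpet substrate at 25 nM; control set: no-enzyme low, enzyme-DMSO high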
* hit, by the source's call; i = inactive. This is a subset; rates above refer to the full screens.

#	compound	SENP8 inh	SENP1 inh	PfG6PD inh
1	C=CCn1c(SCC(=O)Nc2cc(C)on2)nc2ccccc21	12	0	-4
2	N#CC(c1ccccc1)C(CC(=NO)c1ccccc1)c1ccccc1 (stereo not drawn)	6	1	12
3	Cc1ccc(N(Cc2ccccc2)C(=O)CSC(C)C(=O)Nc2cc(C)on2)cc1 (stereo not drawn)	25	1	8
4	O=C(CCCN1C(=O)/C(=C\c2cccc(Br)c2)SC1=S)Nc1ccc(C(=O)O)cc1	13	0	-9
5	CCCCN1C(=O)C(CC(=O)NC2CCCC2)CC(C(=O)N(C)C)=C1C (stereo not drawn)	3	-1	-5
6	COC(=O)C[C@@H]1C[C@@H]2c3cc(NS(=O)(=O)c4ccc(F)cc4)ccc3O[C@@H]2[C@@H](CO)O1	-1	-1	10
7	CC1=C(C(=O)N(C)C)CC(CC(=O)NC(c2ccccc2)c2ccccc2)C(=O)N1CCCN1CCCC1=O (stereo not drawn)	6	1	0
8	COc1ccc(NC(=O)CN(C)C(=O)c2ccc(S(=O)(=O)N3CCOCC3)cc2)cc1	1	1	-6
9	CC1=C(C(=O)N(C)C)CC(CC(=O)NCc2cccc3ccccc23)C(=O)N1CCCN1CCCC1=O (stereo not drawn)	-9	3	-3
10	COc1ccc([C@@H]2C[C@H]3[C@@H](CN2S(=O)(=O)c2ccccc2)C(=O)C[C@@H](c2ccccc2F)N3S(=O)(=O)c2ccc(C)cc2)cc1	-5	0	4
11	CCCCCC(=O)N1C[C@@H](n2cc(-c3ccc(F)cc3)nn2)[C@H](O)C[C@@H]1c1ccc(C)cc1	0	2	14
12	N#Cc1ccccc1S(=O)(=O)N1CCN(Cc2cccs2)CC1	9	1	1

As a working copy, part of the list above.
#	compound	SENP8 inh	SENP1 inh	PfG6PD inh
9	CC1=C(C(=O)N(C)C)CC(CC(=O)NCc2cccc3ccccc23)C(=O)N1CCCN1CCCC1=O (stereo not drawn)	-9	3	-3
10	COc1ccc([C@@H]2C[C@H]3[C@@H](CN2S(=O)(=O)c2ccccc2)C(=O)C[C@@H](c2ccccc2F)N3S(=O)(=O)c2ccc(C)cc2)cc1	-5	0	4
11	CCCCCC(=O)N1C[C@@H](n2cc(-c3ccc(F)cc3)nn2)[C@H](O)C[C@@H]1c1ccc(C)cc1	0	2	14
12	N#Cc1ccccc1S(=O)(=O)N1CCN(Cc2cccs2)CC1	9	1	1

Later entries
#	compound	SENP8 inh	SENP1 inh	PfG6PD inh
13	CCC(=O)c1cn(CC(=O)Nc2ccc(F)cc2)c2ccccc12	16	0	-5
14	CCCCCC(=O)N1C[C@@H](O)[C@H](n2cc(-c3ccc(F)cc3)nn2)C[C@@H]1c1ccc(OC)cc1	-1	0	-8
15	COc1ccccc1N=NNc1ccccc1OC	33	5	8
16	Cc1csc(N=Nc2ccc(N(C)C)cc2)[n+]1[O-]	11	-3	43
17	O=C(OCc1cn([C@H]2C[C@H](c3ccc(Cl)cc3)N(C(=O)C3CCCCC3)C[C@@H]2O)nn1)c1ccccc1	-3	2	5
18	CS(=O)(=O)c1ccc(Cl)c(NC(=O)CSc2nnc3n2CCCCC3)c1	10	0	-5
19	Cc1ccc(S(=O)(=O)N2CCC(C(=O)OCC(=O)N(Cc3ccccc3)C(C)C)CC2)cc1C	0	3	7
20	O=C(NCCOc1ccc(F)cc1)C1CCC(=O)N(Cc2ccc(Cl)cc2)C1 (stereo not drawn)	20	1	-5
21	O=C(C1CCCCC1)N1C[C@@H](n2cc(C3CC3)nn2)[C@H](O)C[C@@H]1c1ccc(Cl)cc1	-10	3	-8
22	COc1ccc(NC(=O)CN2C(=O)NC(C)(c3ccccc3)C2=O)cn1 (stereo not drawn)	7	2	12
23	C[C@@H]1CN([C@@H](C)CO)C(=O)c2c(c3ccccc3n2C)-c2ccccc2CO[C@H]1CN(C)S(=O)(=O)c1ccc(C(F)(F)F)cc1	10	-2	11
24	COc1ccc(C(=O)CSc2nc(=O)n3ccc(C)cc3n2)cc1	-26	-39	-1
25	CCCCN1C(=O)C(CC(=O)NC2CC2)CC(C(=O)N(C(C)C)C(C)C)=C1C (stereo not drawn)	-1	1	7
26	O=C(Nc1ccn(CCCN2CCN(Cc3ccc(F)cc3)CC2)c(=O)n1)OCc1ccccc1	20	0	9
27	N#Cc1ccccc1NC(=O)C1CCCO1 (stereo not drawn)	10	3	7
28	CCCn1c(C)cc(C(=O)CN2C(=O)c3ccccc3S2(=O)=O)c1C	-9	2	13
29	COc1cccc(C(=O)NNS(=O)(=O)c2ccccc2)c1	10	-1	-17
30	Cc1cccc(N(CC(=O)NCc2ccco2)S(=O)(=O)c2ccccc2)c1	6	1	22
31	COCCCNC1=C(C#N)C(=O)NC2(CCCC2)S1	-8	-23	3
32	Cc1ccc([C@H]2C[C@H](n3cc(COC(=O)c4ccccc4)nn3)[C@@H](O)CN2Cc2cccs2)cc1	9	-4	17
33	O=C(COC(=O)c1cc(F)c(F)cc1Cl)NC1CCCCCC1	28	0	-2
34	COc1ccccc1NC(=O)Cc1nc(=O)[nH]c(=O)[nH]1	12	1	9
35	Cc1ccc(NC(=O)CN(C)C(=O)C2CSC3(C)CCC(=O)N23)cc1 (stereo not drawn)	9	2	-11
36	COc1ccc(NC(=O)N(C)C[C@H]2OCCCC[C@H](C)Oc3ccc(NS(=O)(=O)c4cn(C)cn4)cc3C(=O)N([C@H](C)CO)C[C@@H]2C)cc1	-6	-4	28
37	O[C@H]1CN(Cc2cccs2)[C@@H](c2ccccc2)C[C@@H]1n1cc(C2CC2)nn1	5	-1	-6
38	O=C(c1ccoc1)N1CCN(c2cc(-c3ccccc3)nc3cc(-c4ccccc4)nn23)CC1	-430	-1	12
39	Cc1cc(C(=O)N2CCc3ccccc32)ccc1[N+](=O)[O-]	12	-2	6
40	CC(=O)N1N=C(c2ccc(Br)cc2)CC1c1cccc([N+](=O)[O-])c1 (stereo not drawn)	16	3	-4
41	COc1ccc(N2CCCC2=O)cc1S(=O)(=O)N1CCOCC1	6	1	-6
42	CCOC(=O)N(C)C[C@H]1OCc2cnnn2CCCC(=O)N([C@@H](C)CO)C[C@@H]1C	6	0	-11
43	COc1ccc(N2c3ccccc3CN(Cc3ccccc3)CC2Cc2cc(OC)c(OC)c(OC)c2)cc1 (stereo not drawn)	-48	-2	15
44	CCN(c1ccc(OC)cc1)S(=O)(=O)N1CCCC(C(=O)NCc2ccc(OC(C)C)cc2)C1 (stereo not drawn)	24	0	-2
45	CC(C)CC1C(=O)N(Cc2cn(CCC3OCCCO3)nn2)CCS(=O)(=O)N1Cc1ccc(-c2ccccc2)cc1 (stereo not drawn)	2	3	-4
46	O=C(CCNC(=O)N1CC(=O)Nc2ccccc21)NCc1cccc(C(F)(F)F)c1	9	-1	4
47	O=C(C[C@H]1C[C@@H]2c3cc(NC(=O)Nc4ccccc4)ccc3O[C@@H]2[C@@H](CO)O1)NCC1CC1	11	0	-3
48	C[C@H](CO)N1C[C@H](C)[C@@H](CN(C)Cc2ccc(-c3ccccc3)cc2)OCc2cnnn2CCCC1=O	-7	-1	-6

Record cards (already shown). Order of values: SENP8 inh, SENP1 inh, PfG6PD inh
CC(=O)N1N=C(c2ccc(Br)cc2)CC1c1cccc([N+](=O)[O-])c1 (stereo not drawn) as listed: 16, 3, -4
COc1ccc(N2CCCC2=O)cc1S(=O)(=O)N1CCOCC1 as listed: 6, 1, -6
CC(C)CC1C(=O)N(Cc2cn(CCC3OCCCO3)nn2)CCS(=O)(=O)N1Cc1ccc(-c2ccccc2)cc1 (stereo not drawn) as listed: 2, 3, -4

The list continues:
#	compound	SENP8 inh	SENP1 inh	PfG6PD inh
49	N#Cc1cccc(C(Br)S(=O)(=O)c2ccccc2)c1 (stereo not drawn)	9	0	0
50	CC(NC(=O)CN1c2cccc3cccc(c23)S1(=O)=O)c1ccccc1 (stereo not drawn)	i	-2	7
51	CN[C@H]1C[C@H]2c3cc(-c4ccccc4)ccc3CCN2C(=O)[C@H]1[C@H](C)O	-48	-8	1
52	Cc1ccc(S(=O)(=O)N2CCCCC2)cc1NC(=O)COC(=O)C1CC1	13	0	-6
53	Cc1ccc(C(=O)N(CC(=O)NC2CCCC2)c2ccccc2F)s1	23	0	-23
54	O=C(Nc1ccc2ccccc2c1)c1ccccc1Cl	14	0	20
55	COc1cccc(OCC(=O)NCCS(=O)(=O)N2CCN(c3ccccc3)CC2)c1	0	-1	2
56	COc1ccc2c(c1)CCCO[C@]21O[C@H](CCO)C[C@H](O)[C@H]1O	11	0	9
57	NC(=O)C1CCN(C(=O)c2ccc(Cl)c(S(=O)(=O)N3CCc4ccccc43)c2)CC1	19	1	-13
58	Cc1cn([C@H]2C[C@H](O)[C@@H](CNS(=O)(=O)N3CCCC3)O2)c(=O)[nH]c1=O	13	0	-1
59	CC(C)OCCCNC(=O)CN1C(=O)CSc2ccc(S(=O)(=O)N3CCOCC3)cc21	14	3	0
60	CN(CC(=O)N/N=C/c1ccc(F)cc1)S(=O)(=O)c1ccccc1	5	4	13
61	Cc1ccc(S(=O)(=O)N(C)C)cc1NC(=O)C(C)OC(=O)CC1CC2CCC1C2 (stereo not drawn)	15	1	-12
62	Cc1cccc(NC(=O)c2ncn3c2C(=O)N[C@@H](C)C3)c1	3	3	6
63	Cc1c(Cl)cccc1N=C1NC(=O)CS1	9	-1	66*
64	CCc1noc(C)c1C(=O)NCCN1C(=O)S/C(=C\c2ccccc2F)C1=O	25	1	11
65	NC(=O)c1ccsc1NC(=O)COC(=O)Cc1ccccc1[N+](=O)[O-]	-10	1	0
66	O=C(c1cccs1)N1C[C@@H](n2cc(C3CC3)nn2)[C@H](O)C[C@@H]1c1ccc(Cl)cc1	3	0	7
67	O=C(C#Cc1ccccc1)c1ccccc1	18	2	28
68	NNC(=O)CN1C(=O)C2(OCCO2)c2ccccc21	9	3	-5
69	C[C@H](CO)N1C[C@H](C)[C@@H](CN(C)S(=O)(=O)c2ccccc2F)Oc2ncc(C#Cc3cccnc3)cc2C1=O	-15	-2	27
70	CN(NS(=O)(=O)c1ccc([N+](=O)[O-])cc1)c1ccccc1	8	2	82*
71	c1cc2[nH]c3ccncc3c2cn1	-6	-3	7
72	CCc1cccc(CC)c1N1C(=O)CSCC1=O	8	1	-13
73	CC(=NNC(N)=O)C1CC2CCC1CC2 (stereo not drawn)	18	3	-15
74	O=C(O)c1cccc(N2C(=O)C=CC2=O)c1	5	2	76*
75	CCCCCCN1C[C@@H](n2cc(-c3ccc(F)cc3)nn2)[C@H](O)C[C@@H]1c1ccccc1	1	0	36
76	O=C(COC(=O)c1cc(=O)c2ccccc2o1)NCc1ccc(Cl)cc1	7	0	-8
77	CC1(C)CC2(C)CC(=O)C1C(C(=O)O)C2C(=O)O (stereo not drawn)	15	2	4
78	Cc1cc(NC(=O)COc2ccc3c(C)c(C)c(=O)oc3c2)no1	i	0	2
79	C[C@@H]1CN([C@@H](C)CO)C(=O)CCCn2nncc2CO[C@H]1CN(C)Cc1ccc(C(F)(F)F)cc1	1	-1	-11
80	O=C(CCN1CCN(Cc2ccccc2)CC1)NNC(=O)c1ccc(Cl)c(Cl)c1	0	-2	-3
81	COc1ccc(-c2ccc(CN3C(C(C)C)C(=O)N(Cc4cn(Cc5ccco5)nn4)CCS3(=O)=O)cc2)cc1 (stereo not drawn)	1	-1	12
82	COc1cccc(CNC(=O)CCNC(=O)N2CC(=O)Nc3ccccc32)c1	8	1	-10
83	COc1ccc(C(=O)N2CCOC2CNC(=O)C(=O)NCc2ccccn2)cc1 (stereo not drawn)	2	-4	9
84	C[C@H](CO)N1C[C@H](C)[C@H](CN(C)C(=O)Nc2ccccc2F)OCc2cnnn2CCCC1=O	12	3	17
85	Cc1cccc(NC(=O)c2cccc(S(=O)(=O)N(C)C3CCCCC3)c2)n1	9	2	5
86	CCOC(=O)Cn1nc2oc(=O)c(CCN3CCN(c4ccccc4OC)CC3)c(C)c2c1C	-8	-1	-2
87	CCOc1ccc(CCNC(=O)COC(=O)c2n[nH]c3ccccc23)cc1OCC	2	0	-5
88	CCCCCCn1c(=O)n2n(c1=O)C[C@]1(OC(=O)NCc3ccco3)CN(S(=O)(=O)c3ccc(C)cc3)C[C@]1(O)C2	4	2	28
89	C[C@@H]1CN([C@H](C)CO)C(=O)CCCn2cc(nn2)CO[C@H]1CN(C)C(=O)Nc1ccccc1F	12	0	10
90	CN(C)S(=O)(=O)n1cc(/C=C(\NC(=O)c2ccccc2F)C(=O)N2CCCCC2)c2ccccc21	8	2	21
91	CC(C)=CC(=O)N1CCC(Oc2cccc(C(=O)NCc3ccccn3)c2)CC1	16	-3	-6
92	O=C(O)c1cccc(NC(=O)c2ccccc2NC(=O)c2cccs2)c1	7	2	-14
93	COc1ccc(NC2CCCN(C(=O)C3=NNC(=O)CC3)C2)cc1 (stereo not drawn)	14	2	-1
94	Nc1cc(=O)n(Cc2ccco2)c(=S)[nH]1	20	3	16
95	Nc1ccc(S(=O)(=O)Nc2nc(-c3ccccc3)cc(-c3ccccc3O)n2)cc1	25	3	-17
96	N#CC(C(O)c1ccccc1)N1CCOCC1 (stereo not drawn)	17	1	0
97	C[C@H](CO)N1C[C@H](C)[C@@H](CN(C)C(=O)c2cnccn2)Oc2ncc(Br)cc2C1=O	9	3	-11

Source: PubChem BioAssay
